# Bioassay records deposited in PubChem by Broad Institute.
# INS-1E GSIS act: GLuc luminescence reporter in INS-1E cells, primary screen for activators of glucose-dependent secretion of insulin; INS-1E GLuc reporter insulin secretion, 2-3 h; activation, % at 16.6 µM; 370,000 tested, 0.61% active; AID 743287, 2014;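 active means lowest replicate activation of at least 40%, so every replicate reaches that level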;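 further: 0% = median of neutral control wells and 100% = median of IBMX positive control wells; some compounds called inactive have numbers as strong as hits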
# PAX8 reporter: inhibitors of PAX8-driven TPO luciferase reporter, primary screen, RMG-I cells, single concentration. inhibition, % at 12.6 µM. AID 652154, 2013. 360,000 tested, 1.2% active. SteadyGlo, 24 h;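 active means mean replicate inhibition at least 60% with every replicate also reaching 60%; inconclusive means only one of the two criteria is met; inactive means mean below 60% and not all replicates reaching 60%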;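 further: luciferase light reporting Pax8 driven TPO promoter activity; plate controls were median of neutral control wells for no effect and mitoxantrone controls for full effect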
# EWS-Fli inh: EWS/Fli-driven NR0B1 reporter inhibitors, primary screen, A673 cells, NR0B1 luciferase, luminescence, MLPCN library | viability-normalised | 350,000 tested, 0.67% active | AID 651661, 2012 | inhibition, % at 12.6 µM;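 active means mean inhibition of at least 50% after viability correction, with every replicate also passing that limit; inconclusive means mean reaches 50% but only one of two replicates passes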;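 further: firefly luciferase signal divided by Alamar Blue viability fluorescence both relative to DMSO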
# miR-122 sensor: miR-122 Renilla sensor signal increase in Huh7, primary screen, miR-122 inhibitor project, cell-based, single point, plate reader. Huh7 miR-122 Renilla luciferase sensor, 48 h; neutral wells = 0, positive control = 100. activation (reporter increase), % at 12.5 µM. 340,000 tested, 0.3% active. AID 602342, 2012;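 active means mean replicate activation score at least 90 and every replicate individually at or above 90; inconclusive means only one of the two criteria met; inactive means neither criterion met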;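 further: higher luciferase means less miR-122 activity so hits act as miR-122 inhibitors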
# DENV2 CPE: inhibitors of DENV2 cytopathic effect, primary screen, cell-based, plate reader, single concentration. DENV2-infected cells, cytopathic effect rescue. CPE inhibition, % at 9.99 µM. 350,000 tested, 1.7% active. AID 651640, 2012; in the data active means CPE inhibition above about 20%, passing the limit was not always enough; inconclusive means no clear call, values can overlap the other calls; tested in BHK-21 cells;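 further: 0% = median of neutral control wells and 100% = median of positive control wells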
# CFTR F508del cor: F508del CFTR correction, initial screen, CFBE line, single point. AID 720511, 2013. activity (quench increase), % at 7.58 µM. CFBE cells, YFP halide quenching; stimulated with forskolin plus potentiator P3; % fluorescence drop versus neutral controls. 350,000 tested, 0.36% active;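 active means mean added fluorescence quench of at least 8% versus neutral control, with both replicates also reaching 8%; inconclusive means only one of the mean or replicate conditions met; inactive means mean below 8% and not both replicates reaching 8%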;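 further: cells transiently co-express mutant CFTR-F508del with the halide-sensitive YFP; corrector assay measuring rescue of mutant channel to the surface after 24 h compound exposure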
# FN deposition inh: inhibitors of fibronectin matrix deposition, primary screen, AH1F cells, Alexa488-fibronectin fluorescence, plate reader; AH1F fibroblasts, overnight; inhibition, % at 12.6 µM; 350,000 tested, 0.086% active;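 active means mean inhibition across replicates of 30% or more, regardless of how many single replicates reach that level; inconclusive means mean under 30% yet at least half of replicates reach 30%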;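 further: positive control wells lacked labelled fibronectin entirely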
#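 Assay system: AH1F fibroblasts / Quantity: 10000 cells per well / Medium: DMEM plus 2% serum, read in PBS / Reagent: labelled fibronectin 24 nM / Dosing: single dose, pinned / Times: 1 h cell attachment, overnight exposure to compound and label / Signal: fluorescence, ex 485 nm, em 525 nm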
# * = called active by the depositor; u = inconclusive; x = no result given; & = joins results of further samples; [ ] = another dose, or the depositor's remark.
# Results follow in this order: PAX8 reporter	DENV2 CPE	miR-122 sensor	EWS-Fli inh	CFTR F508del cor	FN deposition inh	INS-1E GSIS act
1	COc1ccc(NC(C)=O)cc1CNC(=O)CN1CCOCC1
 : 5	3	0	1	-3.0	13	30
2	COC(=O)C1(C)CCc2cc(OC)ccc2C1=O (stereo not drawn)
 : -11	x	x	x	x	5	12
3	CO[C@@H](CN(C)C(=O)c1ccc2c(c1)OCO2)[C@@H](C)CN([C@H](C)CO)S(=O)(=O)c1ccccc1
 : x	-3	x	-4	-1.3	-21	5
4	CN(C)c1cc2c3ccccc3n(C)c2cc1N
 : 29	0	21	-3	1.9	-9	x
5	CN(C)C1(CNC(=O)Nc2ccccc2)CCCCC1
 : -9	4	4	-6	1.3	-1	3
6	CCC(C)c1ccc(S(=O)(=O)Nc2cccnc2)cc1 (stereo not drawn)
 : -4	3	x	9	1.5	-3	-8
7	CC(=O)Nc1ccc(S(=O)(=O)N(C)CC(=O)OC2CCCCC2=O)cc1 (stereo not drawn)
 : 4	3	-1	-1	-1.1	-2	x
8	O=S(=O)(N/N=C/c1cccnc1)c1ccc(Cl)c(Cl)c1
 : -7	0	x	8	-3.4	12	x
9	COc1ccc(CN(C)C[C@@H]2Oc3ccc(NC(=O)C4CC4)cc3CC(=O)N([C@H](C)CO)C[C@H]2C)cc1
 : -2	12	1[16.7 µM]	-3	2.3	x	5
10	O=[N+]([O-])c1ccc2nc(SCc3cn4ccccc4n3)[nH]c2c1
 : 102*	-15	x	-66	x	-1	3
11	CS(=O)(=O)N(CC(=O)NCc1ccco1)c1cccc([N+](=O)[O-])c1
 : 8	12	2	-6	-3.7	-4	5
12	O=C(COc1ccc2ccccc2c1)NNC(=O)Nc1ccccc1F
 : 8	19	-2	3	1.4	8	7
13	COc1ccc(C(=O)O)cc1S(=O)(=O)Nc1cc(Cl)ccc1N1CCOCC1
 : -16	10	-6	10	1.1	-12	9
14	CCOC(=O)C1(CCOc2ccccc2)CCN(Cc2cnc(C)s2)CC1
 : -4	4	x	-18	1.6	4	-3
15	C/C=C/c1ccc2c(c1)O[C@H](CN(C)C(=O)CN(C)C)[C@H](C)CN([C@H](C)CO)S2(=O)=O
 : x	17	-15[16.7 µM]	1	2.7	0	18
16	CCCNC(=O)N(C)C[C@@H]1Oc2ncc(C#C[C@@H](C)O)cc2C(=O)N([C@@H](C)CO)C[C@@H]1C
 : x	0	-7[16.7 µM]	-1	2.2	1	29
17	CCN(CC)CCC(=O)Nc1cccc2c1C(=O)c1ccccc1C2=O
 : -60	-11	-11	34	24*	0	x
18	COc1ccc(CCNC(=O)CSc2nnc(Cn3c(=O)sc4ccccc43)n2C)cc1OC
 : x	10	2	3	0.8	x	2
19	Cc1ccc(S(=O)(=O)N(C)C[C@@H]2Oc3ccc(NC(=O)CCCN(C)C)cc3CC(=O)N([C@H](C)CO)C[C@H]2C)cc1
 : -7	-8	14[16.7 µM]	0	1.9	x	23
20	Cc1cc(C(=O)Nc2cccc3c2O[C@@H](CN(C)Cc2ccc(Cl)c(Cl)c2)[C@H](C)CN([C@H](C)CO)C3=O)n(C)n1
 : 28	-1	12[16.7 µM]	-11	-5.6	16	-26
21	Cc1ccc(C(=O)O)cc1NC(=S)NC(=O)c1ccc([N+](=O)[O-])cc1Cl
 : 10	-7	x	-24	x	2	x
22	CCCn1c(O)c(N=NC(=O)c2ccco2)c2ccccc21
 : -17	0	25	-11	-0.3	2	0
23	CCOc1ncccc1C(=O)NCc1ccc(OC)c(OC)c1
 : 8	x	x	x	x	5	32
24	CCOCC(=O)N1CCN(c2ccccc2OC)CC1
 : 1	2	0	4	0.4	0	-4
25	Cc1cc(C)cc(NC(=S)Nc2ccc3cn[nH]c3c2)c1
 : -9	x	x	x	x	2	43
26	Cc1cccc(/C=N/NC(=O)c2ccncc2)n1
 : 3	u	x	-1	2.5	0	-15
27	CCOc1ccc(S(=O)(=O)NCCC(=O)NCC(c2ccc(OC)cc2)N2CCOCC2)cc1 (stereo not drawn)
 : 20	3	-9	-3	3.7	10	-6
28	Cc1nc2c(-c3ccccc3)cnn2c(N2CCOCC2)c1C
 : -232	-1	x	-107	-0.6	7	12
29	COc1ccc(C(=O)/C(C#N)=N/Nc2cccc([N+](=O)[O-])c2)cc1
 : 31	x	x	62*	u	-3	-64
30	CNC(=O)C[C@@H]1CC[C@H]2[C@@H](COc3ccc(NC(=O)Nc4cc(C)cc(C)c4)cc3C(=O)N2C)O1
 : 9	-13	-4[16.7 µM]	-3	1.2	-20	26
31	Cc1ccc(C(=O)CSc2nnc3n2CCCCC3)s1
 : -86	1	x	-55	-2.3	-1	5
32	O=C(Nc1cccc(NC(=O)C2CCCO2)c1)c1ccco1 (stereo not drawn)
 : -8	3	x	-9	-1.3	15	5
33	COc1ccc(CNC(=O)/C=C/c2cc([N+](=O)[O-])ccc2OC(F)F)cc1
 : x	-8	-2	-4	-1.2	x	6
34	CCc1ccc(N2C(=O)CC(N3CCC(C(=O)OC)CC3)C2=O)cc1 (stereo not drawn)
 : -10	x	14	x	x	3	x
35	C[C@]12C[C@H](O)[C@H]3[C@@H](CCC4=CC(=O)CC[C@@]43C)[C@@H]1CC[C@@H]2C(=O)CO
 : -24	-1	-22	-1	0.6	4&-1	x
36	CCOC(=O)N1CCN(C(=O)c2ccc(-n3c(C)ccc3C)cc2)CC1
 : 31	x	-9	x	x	3	12
37	C[C@@H]1CN([C@@H](C)CO)S(=O)(=O)c2ccc(-c3ccc(C#N)cc3)cc2O[C@H]1CN(C)C(=O)C1CC1
 : x	-7	17[16.7 µM]	8	-1.3	x	-1
38	COc1ccc(OC)c(S(=O)(=O)N2CCC(C(=O)NC3CC3)CC2)c1
 : -6	15	-5	1	3.4	-3	37
39	CC(Oc1ccccc1)C(=O)Nc1nnc(S(=O)(=O)N2CCCCCC2)s1 (stereo not drawn)
 : -9	-2	1	8	2.3	-13	x
40	CN(C)C(=O)C[C@H]1CC[C@H]2[C@@H](COC[C@H](O)CN2Cc2ccc(C(F)(F)F)cc2)O1
 : -1	1	-1[16.7 µM]	-9	1.9	-11	-5
41	COc1ccc(S(=O)(=O)Nc2ccc3c(c2)C(=O)N([C@@H](C)CO)C[C@@H](C)[C@@H](CN(C)Cc2ccc(Cl)c(Cl)c2)OCCCC[C@@H](C)O3)cc1
 : 48	-11	x	-9	-1.5	x	-12
42	O=C(c1ccc([N+](=O)[O-])o1)N1CCN(Cc2ccccc2)CC1
 : 29	3	-13	10	-5.8	0	14
43	COc1ccccc1-c1ccc([C@H]2[C@H](CO)N3CCCCN(Cc4ccncc4)C[C@@H]23)cc1
 : 9	x	1[16.7 µM]	7	-0.9	x	1
44	Cc1noc(C)c1NC(=O)N(C)C[C@@H]1Oc2ccc(NC(=O)CCC(F)(F)F)cc2CC(=O)N([C@@H](C)CO)C[C@@H]1C
 : 6&-22	11&0	0[16.7 µM]	0&3	1.4&1.9	4&-2	18&13
45	Cc1ccc(NC(=O)CCN2CCN(C)CC2)cc1
 : -8	-1	-4	-3	1.4	8	13
46	CCC(=O)Nc1ccc2c(c1)C(=O)N(C)C[C@H](OC)[C@@H](C)CN(C(=O)c1ccccc1F)[C@H](C)CO2
 : -11	8	10[16.7 µM]	2	1.0	1	4
47	O=C(OC(C(=O)NC1CCCCC1)c1ccc(C(F)(F)F)cc1)c1ccco1 (stereo not drawn)
 : -1	-2	x	5	2.0	-6	-3
48	COc1ccc(OC)c(/C=N/NC(=O)C(=O)N2CCCCCC2)c1
 : 8	1	-1	-5	-2.0	3	-9
49	CC(C)NC(=O)N1CC2(C1)[C@H](c1ccccc1)[C@H](CO)N2C(=O)c1ccccn1
 : -11	2	x	3	0.6	x	10
50	COc1ccccc1CNC(=O)C1CC(=O)N(c2ccc(C)c(C)c2)C1 (stereo not drawn)
 : x	x	-2	x	x	2	-5
51	COc1ccc2c3c(n(C)c2c1)[C@@H](CO)N(S(C)(=O)=O)CC31CN(C(=O)C2CCC2)C1
 : -21	-1	x	-14	0.8	x	27
52	O=C(C[C@@H]1C[C@H]2c3cc(NS(=O)(=O)c4ccc(F)cc4)ccc3O[C@H]2[C@@H](CO)O1)NCc1ccc(Oc2ccccc2)cc1
 : 91*	6	58[16.7 µM]	59*	1.0	x	-29
53	O=C(O)C(Cc1ccccc1)N1C(=O)c2cccc3cccc(c23)C1=O (stereo not drawn)
 : 15	-2	x	12	-2.8	-1	-3
54	COc1ccc(S(=O)(=O)Nc2ccc3c(c2)C(=O)N([C@@H](C)CO)C[C@@H](C)[C@@H](CN(C)Cc2ccccc2)OCCCC[C@H](C)O3)cc1
 : 2	6	-3[16.7 µM]	9	3.5	7	-31
55	NS(=O)(=O)c1ccc(NC(=S)Nc2ccn(Cc3cccc4ccccc34)n2)cc1
 : 23	2	-7	42	5.6	4	-6
56	COC(=O)c1sc(SC)c(S(=O)(=O)C(C)C)c1N
 : 1	8	x	-11	-32	6	1
57	CCCN1[C@H](C(=O)OC)[C@@H](CO)[C@@H]2Cn3c(ccc(-c4cccnc4)c3=O)[C@@H]21
 : x	-2	x	-8	2.9	x	7
58	COc1ccc(NC(=O)Nc2ccc3c(c2)CC(=O)N([C@@H](C)CO)C[C@H](C)[C@H](CN(C)C(=O)NC(C)C)O3)cc1
 : -17	1	6[16.7 µM]	-8	0.5	x	3
59	CCC(=O)N(C)C[C@@H]1Oc2cc(C#C[C@H](C)O)ccc2S(=O)(=O)N([C@H](C)CO)C[C@@H]1C
 : 3	9	-6[16.7 µM]	-17	0.2	-5	19
60	CCOC(=O)c1ccc(NC(=O)CSc2nc(N)c(NC(=O)c3ccc(Br)o3)c(=O)[nH]2)cc1
 : x	-4	-4	-4	2.0	-4	-1

# The results go on:
# Results follow in this order: PAX8 reporter	DENV2 CPE	miR-122 sensor	EWS-Fli inh	CFTR F508del cor	FN deposition inh	INS-1E GSIS act
61	O=C(Nc1ccccc1)N[C@@H]1CC[C@H](CCn2cc(C3(O)CCCC3)nn2)O[C@@H]1CO
 : -2	-12	x	-6	0.7	4	-6
62	CN(c1ncnc(N)c1[N+](=O)[O-])C1CCCCC1
 : -49	-1	8	-27	1.0	3	41*
63	COc1ccc(-n2cc(-c3ccccc3)c3c(=S)nc[nH]c32)cc1
 : 16	5	14	x	0.0	-1	6
64	Cc1cc(=O)n(C)c(=O)n1CCCCCOc1cccc([N+](=O)[O-])c1
 : 14	x	-3	x	x	0	x
65	CCCNC(=O)N(C)C[C@@H]1Oc2cc(-c3ccccc3F)ccc2S(=O)(=O)N([C@H](C)CO)C[C@@H]1C
 : -10	5	x	1	1.1	-1	3
66	CCOC(=O)C1(C)CCN1C(=O)c1ccccc1 (stereo not drawn)
 : -12	-1	-4	4	-1.1	-6	-10
67	Cc1cc(Br)cc(Cl)c1OC(=O)c1ccncc1
 : 0	-2	3	-6	1.1	-1	94*
68	CCCc1cc(=O)[nH]c(SCC(=O)Nc2cc(C)on2)n1
 : 0	0	6	3	0.2	1	14
69	Cc1c(CC(=O)O)c(=O)oc2c(C)c(OCc3ccccc3Br)ccc12
 : -11	-4	5	3	-2.4	1	41*
70	N=c1c2c(n(Cc3ccc(F)cc3)c3c1CCC3)CCC2
 : x	4	x	11	-1.2	x	6
71	C[C@@H]1CN([C@H](C)CO)C(=O)c2cc(-c3ccc(F)cc3)cnc2O[C@@H]1CN(C)C(=O)c1ccc(F)cc1
 : x	10	-10[16.7 µM]	0	-1.8	-8	1
72	Clc1ccc2c(NCc3ccccn3)ccnc2c1
 : -10	9	-5	3	3.1	2	-3
73	COc1ccccc1OCC#CCNC1CCCCC1C (stereo not drawn)
 : 11	-3	x	2	-0.3	-7	9
